14-3-3g Raf: modulators of human 14-3-3 gamma - Raf peptide interaction | AID 422 | actives 0.19% (n = 160,000) | P61981 | inhibition, % at 40 µM | FP, 14-3-3gamma / TMR-pS259-Raf peptide binding; in the data active = inhibition above about 30%;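 note: 0% = protein plus tracer without compound and 100% = blank with tracer alone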
Target sequence (P61981 whole entry, looked up): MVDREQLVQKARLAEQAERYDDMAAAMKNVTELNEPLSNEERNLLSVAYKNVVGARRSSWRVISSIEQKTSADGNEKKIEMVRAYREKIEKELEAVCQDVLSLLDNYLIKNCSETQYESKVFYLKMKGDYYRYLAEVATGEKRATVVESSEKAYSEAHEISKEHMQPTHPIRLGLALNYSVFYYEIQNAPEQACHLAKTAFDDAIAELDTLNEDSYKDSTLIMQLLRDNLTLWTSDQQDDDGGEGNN
An asterisk follows results filed as active; & = joins results of further samples.

Start of the listing, in advance (4 entries):
SMILES	14-3-3g Raf
CCOC(=O)c1c(NC(=O)Nc2ccccc2C)sc2c1CC(C)(C)OC2	-7
CC(=O)NC(=O)c1cc2ccccc2oc1=Nc1ccc(-c2nc3ccc(C)cc3s2)cc1	-19
COCCn1nnnc1C(c1cc2c(C)cc(C)cc2[nH]c1=O)N1CCCCCC1 (centres undefined)	-4
Cc1sc2ncn(CC(=O)NCCCC(=O)Nc3ccc4c(c3)OCCO4)c(=O)c2c1C	-3

The listing (from the top)
SMILES	14-3-3g Raf
CCOC(=O)c1c(NC(=O)Nc2ccccc2C)sc2c1CC(C)(C)OC2	-7
CC(=O)NC(=O)c1cc2ccccc2oc1=Nc1ccc(-c2nc3ccc(C)cc3s2)cc1	-19
COCCn1nnnc1C(c1cc2c(C)cc(C)cc2[nH]c1=O)N1CCCCCC1 (centres undefined)	-4
Cc1sc2ncn(CC(=O)NCCCC(=O)Nc3ccc4c(c3)OCCO4)c(=O)c2c1C	-3
CCC(=O)N1CCc2cc(Br)cc(S(=O)(=O)Nc3cc(C(F)(F)F)cc(C(F)(F)F)c3)c21	-7
O=C(NC12CC3CC(CC(C3)C1)C2)c1cncc(O)c1	7&4
Cc1ccn(S(=O)(=O)c2ccc(C(C)(C)C)cc2)n1	2
COc1ccc(Cl)cc1NC(=O)CSc1nnc(-c2ccncc2)n1CC1CCCO1 (centres undefined)	-6
Cc1ccc(CN2C(=O)CSc3ccc(C(=O)NCCC(C)C)cc32)cc1	3
CCCCOC(=O)C1=C(C)NC(=O)NC1c1ccccc1OCCC (centres undefined)	-3
O=C(C1CCCN(S(=O)(=O)N2CCCC2)C1)N1CCN(c2cccc(Cl)c2)CC1 (centres undefined)	-7
CS(=O)(=O)Nc1ccc(C2=NN(S(=O)(=O)c3ccc(F)cc3)C(c3cccs3)C2)cc1 (centres undefined)	-233
Cc1ccc(Oc2ccccc2[N+](=O)[O-])cc1	-8
CC1=C(C(=O)Nc2cccc(C)n2)C(c2cccs2)C2=C(CCCC2=O)N1 (centres undefined)	-9
O=C(Nc1ccccc1-c1nnn(CC(=O)N2CCCc3ccccc32)n1)c1ccco1	-6
COC(=O)c1cccc(CN2C(=O)SC(Nc3ccc(Br)cc3)C2=O)c1 (centres undefined)	-7
CC1CCCC(NC(=O)CCN2C(=O)COc3ccccc32)C1C (centres undefined)	4
O=C(Oc1cccc2cccnc12)c1ccco1	8
Cc1ccc(CCN2C(=O)CN(C3CCCCC3)C(=O)C2c2ccccc2C)cc1 (centres undefined)	-1
Cc1cc(C)cc(NC(=O)CCN2C(=O)c3ccccc3C2=O)c1	3
CCOc1ccc(/C(O)=C2\C(=O)C(=O)N(Cc3cccnc3)C2c2ccc(C(C)C)cc2)c(C)c1 (centres undefined)	1
CSCC[C@H](NC(=O)OC(C)(C)C)c1nnc(SCc2cccc(F)c2)o1	-6
COc1ccc2nc(NCCO)[nH]c2c1	-11
O=C(Cc1ccccc1)Nc1ccc(C(=O)OCC(=O)c2cccc([N+](=O)[O-])c2)cc1	-3
CC(=O)Nc1ccc(NC(=O)c2cc3c(C)nn(-c4ccccc4)c3s2)cc1	-8

(next part)
SMILES	14-3-3g Raf
CCCn1nnnc1NCc1ccc2c(c1)OCO2	-10
COc1ccc(-c2cc(C(=O)Nc3ccc(Br)c4cccnc34)c3ccccc3n2)cc1	-5
Cc1ccccc1CNC(=O)c1ccc(C2SCC(=O)N2Cc2ccccc2)cc1 (centres undefined)	-14
Cc1c(C(=O)N2CCCCC2C)sc2ncn(CC(=O)N3CCCC3)c(=O)c12 (centres undefined)	-67
COc1cccc(C2=CC(c3cccc(OC)c3)n3ncnc3N2)c1 (centres undefined)	-8
COc1ccc(N2CCN(C(=O)CSc3nnc4n3C(C)(C)Cc3ccccc3-4)CC2)cc1	-7
Cc1ccc(S(=O)(=O)C2(C(=O)Nc3cccc(F)c3)CC2)cc1	-1&1
O=C(CSc1nc2c(cnn2-c2ccc(F)cc2)c(=O)[nH]1)Nc1ccccc1C(F)(F)F	0
COc1ccc(CCN2CC34C=CC(O3)C(C(=O)NCc3ccc(C)cc3)C4C2=O)cc1OC (centres undefined)	1
COC(=O)c1ccc(NC(=O)CCN2CCCCC2)cc1	0&-3
CC1CCN(S(=O)(=O)c2ccc(F)c(C(=O)Nc3ccc(Cl)cc3)c2)CC1	-12
COc1cccc(C(=O)Oc2c(Sc3ccc(C)cc3)c(C)nn2C(C)(C)C)c1	-3
CC1(C)CC(=O)C2=C(C1)Nc1ccccc1NC2c1cccc(Oc2ccccc2)c1 (centres undefined)	2
COc1ccc2nc(NC(=O)c3nn(-c4ccc(C)cc4)c(=O)c4c3c3ccccc3n4C)sc2c1	-18
C=CCOc1cccc(C2/C(=C(/O)c3ccc(F)cc3)C(=O)C(=O)N2CCN2CCOCC2)c1 (centres undefined)	-13
COC(=O)C(C)n1cnc2c(nnn2Cc2ccc(Cl)cc2)c1=O (centres undefined)	-5
CC(C)(C)C(=O)[C@@H]1[C@@H]2C(=O)N(c3ccc4c(c3)OCCO4)C(=O)[C@@H]2C2c3ccccc3C=CN21 (some centres undefined)	1
CCSCCOC(=O)C1=C(C)NC2=C(C(=O)CCC2)C1c1coc2ccccc2c1=O (centres undefined)	-1
CC(C)CCn1c(SCc2cccc(F)c2)nc2ccsc2c1=O	-6
Cc1ccc(C(=O)Cn2c3ccccc3n3nc(-c4ccccc4)nc23)cc1	-2
c1ccc(Nc2ccccn2)nc1	-10
CC1CC(C)CN(c2nc3c(c(=O)n(C)c(=O)n3C)n2CCSc2nc3ccccc3o2)C1 (centres undefined)	1
CCCCc1ccc(-c2ccc(Br)cc2)nc1	6
CCC1CCCCN1C(=O)c1sc2ncnc(N3CCC(C)CC3)c2c1C (centres undefined)	-3
COc1cc2nc(=S)n3[nH]c(COc4ccccc4OC)nc3c2cc1OC	-29

Ordered by length of the SMILES (lowest first): some entries from above
SMILES	14-3-3g Raf
COC(=O)c1ccc(NC(=O)CCN2CCCCC2)cc1	0&-3
CC(C)CCn1c(SCc2cccc(F)c2)nc2ccsc2c1=O	-6
CCC1CCCCN1C(=O)c1sc2ncnc(N3CCC(C)CC3)c2c1C (centres undefined)	-3
COc1cc2nc(=S)n3[nH]c(COc4ccccc4OC)nc3c2cc1OC	-29
Cc1ccc(C(=O)Cn2c3ccccc3n3nc(-c4ccccc4)nc23)cc1	-2
CC(C)(C)C(=O)[C@@H]1[C@@H]2C(=O)N(c3ccc4c(c3)OCCO4)C(=O)[C@@H]2C2c3ccccc3C=CN21 (some centres undefined)	1

(continued)
SMILES	14-3-3g Raf
COc1ccc(C(=O)NCc2ccco2)c(OC)c1OC	1
O=C(C1CC1)N1CCc2cc(S(=O)(=O)NCCc3ccccc3)ccc21	-2
O=C(Nc1nccs1)c1ccc(COc2ccccc2Br)o1	-10
Cc1ccc(-c2nn(CC(=O)Nc3cc(C)ccc3C)c(=O)c3ccccc23)cc1	2
O=C1C2CC=CCC2C(=O)N1c1cccc(O)c1 (centres undefined)	-11
COc1ccc(S(=O)(=O)Nc2ccc(N(C)C(C)=O)cc2)cc1	2
CCC(=O)N1CCc2cc(Br)cc(S(=O)(=O)N3CCC(C(=O)NC4CCCCCC4)CC3)c21	-12
O=C(Nc1ncccn1)c1c(O)c2cccc3c2n(c1=O)CCC3	6
CCOC(=O)C1CCCN(c2cc(=O)n(-c3ccccc3Cl)c(=O)[nH]2)C1 (centres undefined)	-5
CC1(C)CC(=O)c2sc(NC(=O)c3ccccc3F)nc2C1	3
CCCC(=O)NC(C)c1nc2ccccc2n1C(C)C (centres undefined)	4&-4
CN1C(=O)N(C)C2(c3ccccc3)NN3C(=O)CSC3=NC12c1ccccc1 (centres undefined)	-3
CCOc1ccc(NC(=O)C(C)SC(N)=O)cc1 (centres undefined)	-2
O=C(NCc1ccccc1Cl)C1CCCN(S(=O)(=O)c2ccc(Br)s2)C1 (centres undefined)	1
O=S(=O)(Nc1ccccc1O)c1ccc2ccccc2c1	-11
CCC(C)c1ccccc1NS(=O)(=O)c1cccc2cccnc12 (centres undefined)	-2
Cc1nnc2c(Oc3cccc4ccccc34)nc3ccccc3n12	3
COC(=O)C1=CN(C2CC2)C=C(C(=O)OC)C1c1ccsc1	-6
CCSc1n[nH]c(=O)[nH]c1=O	2
Cc1ccc2nc(-c3ccc4c(c3)OCCO4)cc(C(=O)O)c2c1	-2&9
CCCNC(=O)Cn1cnc2sc(C(=O)NCc3cccnc3)c(C)c2c1=O	-7
CCOC(=O)c1sc2nc(SCC#N)n(CCCN3CCCC3=O)c(=O)c2c1C	3
COc1ccccc1-n1nc(C(=O)Nc2ccccc2F)c2ccccc2c1=O	-4
CCCCCn1c(=O)[nH]c2cc(C(=O)N3CCN(c4cccc(Cl)c4)CC3)ccc2c1=O	-2
O=C(NCCc1cccc(Cl)c1)c1ccccc1[N+](=O)[O-]	1

Continuation:
SMILES	14-3-3g Raf
CCc1nc(SCC(N)=O)c2c(=O)n(C)c(=O)n(C)c2n1	-3
COc1cc(OC)nc(NC(=O)C(C)C)n1	-3
CCN(CC)CCN1C(=O)C(O)=C(C(=O)c2cccs2)C1c1ccccn1 (centres undefined)	6
CCOC(=O)CSc1ccc(C(=O)N2CCN(c3ccccn3)CC2)cc1[N+](=O)[O-]	4
CCOc1cc([N+](=O)[O-])ccc1NC(=O)C1CC(=O)NC(=Nc2ccc(C)cc2)S1 (centres undefined)	-2
O=C(CSc1nc2ccsc2c(=O)n1NC(=O)c1ccccc1)NCc1ccco1	-1
Cc1ccc(-c2ccc(O)cc2)o1	10
COC(=O)c1ccccc1COn1c(=O)c(C)[n+]([O-])c2ccccc21	2
Nc1nc(N)c2c(n1)CCCC2	-1
Cc1sc2nc[nH]c(=S)c2c1-c1ccc(F)cc1	-1
Cc1ccc(Nc2nc(=O)c3cccnc3s2)cc1	-6
Cc1ccc(C2C(C#N)=C(N)Oc3n[nH]c(-c4cccs4)c32)s1 (centres undefined)	5
Cc1ccc(S(=O)(=O)NCCC(=O)OCn2nnc3ccccc3c2=O)cc1	-2
O=C(Cc1ccc(-n2c(=O)[nH]c3ccccc3c2=O)cc1)N1CCC(N2CCCCC2)CC1	-2
O=c1cc(CO)oc(CN2CCN(c3ccccc3)CC2)c1O	-7
CCC(C)(C)n1nnnc1C(c1ccc(N(C)C)cc1)N1CCN(C2CCCCC2)CC1 (centres undefined)	5
COC(=O)[C@H](NC(=O)c1cc(-c2ccccc2)nc2ccccc12)c1ccccc1	-3
Cc1c(Nc2nc3ccccc3nc2N2CCN(c3ccccc3)CC2)c(=O)n(-c2ccccc2)n1C	-1
COc1ccccc1-c1noc(-c2ccco2)n1	-9
O=C(NCc1ccc2c(c1)OCO2)c1ccc2c(c1)C(=O)N(CC1CCCO1)C2=O (centres undefined)	3
CCCCOc1ccc(C(C)NC(=O)c2ccc(N3CCCC3=O)cc2)cc1 (centres undefined)	-1
C=CCOc1nc2c(c(=O)n(Cc3ccc(Cl)cc3)c(=O)n2C)n1C	2
CCOc1ccc(C(=O)N2CC(C)OC(C)C2)cc1OCC (centres undefined)	3
O=c1c2ccccc2nc(-c2ccc(Cl)cc2)n1CCOCCOc1ccccc1F	-6
CC(=O)OCC(=O)[C@@]12OC3(CCCC3)O[C@@H]1C[C@H]1[C@@H]3CCC4=CC(=O)C=C[C@]4(C)[C@@]3(F)[C@@H](O)C[C@@]12C	-5

Ordered by the number under 14-3-3g Raf (smallest number first): some entries from above.
compound | 14-3-3g Raf
O=C(CSc1nc2ccsc2c(=O)n1NC(=O)c1ccccc1)NCc1ccco1 | -1
COC(=O)c1ccccc1COn1c(=O)c(C)[n+]([O-])c2ccccc21 | 2
CCOc1ccc(C(=O)N2CC(C)OC(C)C2)cc1OCC (centres undefined) | 3
Cc1ccc(-c2ccc(O)cc2)o1 | 10

More results:
SMILES	14-3-3g Raf
Cc1cc(=O)[nH]c2c1c(=O)[nH]n2C1CCOC(C)(C)C1 (centres undefined)	3
Cc1ccc(-n2c(SCC(=O)c3ccc(Cl)cc3)nc3c(c2=O)SCC3)cc1	-4
C=C(C)Cn1c(SCCC)nc2sc3c(c2c1=O)CC(C)(C)OC3	4
O=C(NCc1ccco1)c1cccc(N2C(=O)C3C4C=CC(C5CC45)C3C2=O)c1 (centres undefined)	10
COC(=O)c1sc2ccccc2c1NC(=O)CN1C(=O)c2ccccc2C1=O	7
CCN(CC)c1cc(N)c([N+](=O)[O-])c2nonc12	0
Cc1nnc(N2CCCCC2)c2ccccc12	6
CC(NC(=O)c1cc(=O)[nH]c2ccccc12)c1ccccc1 (centres undefined)	-1
CCOCCCNC(=O)C1CCN(S(=O)(=O)c2c(C)noc2/C=C\c2ccc(OC)cc2)CC1	0
O=C(NCc1ccc2c(c1)OCO2)c1ccc(Cn2c(=S)[nH]c3ccsc3c2=O)cc1	-4
N#Cc1nc(-c2ccccc2)oc1N1CCOCC1	-8
COc1cccc(OCC(O)CN2C(C)CCCC2C)c1 (centres undefined)	8
COc1cc2c(cc1OC)C(c1cc3cc(OC)c(OC)cc3[nH]c1=O)N(C(=O)C1CC1)CC2 (centres undefined)	-4
Cc1sc2ncn(CC(=O)NC(C)c3ccccc3)c(=O)c2c1C (centres undefined)	-7
CCOc1ccc(C(=O)N2CCC(C(=O)c3ccc4c(c3)OCCO4)CC2)cc1	-14
CCCCCCNS(=O)(=O)c1ccc(OC)c(OC)c1	-8&-2
Cc1ccccc1CSc1nc2ccccc2c(=O)n1CCc1ccc(S(N)(=O)=O)cc1	-11
CN1CCN(CC#CCC(O)(c2ccccc2)C2CCCC2)CC1 (centres undefined)	-8&5
CN1CCc2cc(Cl)c(O)cc2[C@@H](c2ccccc2)C1	-6
Cc1ccc(NC(=O)Cn2cnc3sc(C(=O)NCc4cccnc4)c(C)c3c2=O)cc1Cl	-10
Cc1ccccc1OCC(=O)OCC(=O)c1ccccc1	7
COc1ccc(S(=O)(=O)N2CCCC2C(=O)Nc2ccc(S(=O)(=O)Nc3cc(C)on3)cc2)cc1 (centres undefined)	0
O=C(Nc1ccc(Cl)cc1)C1CC2c3ccccc3C1c1ccccc12 (centres undefined)	2
COc1cc(C)nc(Oc2ccc(OCCOc3ccc(C)cc3)nn2)n1	-3

Only part of the results is shown; the hit share may differ from the screen's.
